All columns: NCI-60 one-dose screen, growth in % after 48 h at 10 µM unless noted; 100 = growth as untreated, 0 = no growth, -100 = all killed.
HL-60(TB) = HL-60(TB) leukemia cells; 78,000 tested, 9% active; AID 1794776; active = growth percent below 10
Numbers without * were called inactive; & = joins results of further samples; ! = not confirmed by another sample. A portion of the library; rates above refer to the full screens.

smiles | HL-60(TB)
O=C(/C=C/c1cccnc1Cl)c1c(O)ccc2ccccc12 | 78
Brc1cccc(/C=N/Nc2nc(N/N=C/c3cccc(Br)c3)nc(N3CCOCC3)n2)c1 | -10*
COc1cccc(N=Nc2cccc(OC)c2)c1 | 67
Cc1ccc(OCCOCCOCCOCCOc2ccc(C)n(O)c2=S)c(=S)n1O | -7.4*
CCCC(=O)N1CCCC1=O | 100
CCOC(=O)Nc1ccc2c(c1)C(=O)N(CCOC)c1ccccc1O2 | -17*
C[C@@H](C[C@H](CCO)c1ccccc1)c1ccc2ccccc2c1 | -39*
O=C(Cn1cc(COc2ncnc3sc4c(c23)CCCC4)nn1)Nc1cccnc1 | 102
CCOC(=O)Cn1c(=O)cc(N)n1S(=O)(=O)c1ccccc1 | 102
COC(OC)C1(C)NC(=O)NC1=O (stereo not drawn) | 98
O=C1c2ccccc2C(O)(c2ccccc2)N1c1ccc([N+](=O)[O-])cc1Cl (stereo not drawn) | 52
CC(C)=CC(=O)C1C(=O)c2ccccc2C1=O | 120
CC1(C)COC(=O)C1Cl (stereo not drawn) | 105
Cn1c(=O)[nH]c(=O)c2nc(CCC(=O)Nc3ccccc3)c(=O)[nH]c21 | 101
C#CCOc1ccc(C(Nc2ccccc2)c2nnnn2C2CCCCC2)cc1 (stereo not drawn) | 71
COc1ccc(C/C(C)=C(\c2ccc(Cl)cc2)c2ccc(OCCN3CCOCC3)cc2)cc1 | 98
CC(=O)O[C@@H]1C[C@]2(C)[C@@H](C(C)=O)CC[C@H]2[C@@H]2CCC3=CC(=O)CC[C@]3(C)[C@H]21 | 104
COc1ccc(/C=N/c2n[nH]c(Nc3ccccc3)n2)cc1 | 99
Fc1ccc(-c2nc(-c3nc4ccc(Br)cc4[nH]3)cc3c2[nH]c2ccccc23)cc1F | 95
CCN(CC)CCC(O)(c1ccc2c(c1)OCO2)c1cc(OC)c(OC)c(OC)c1 (stereo not drawn) | 71
CN1[C@@H](CC(=O)c2ccccc2)CCC[C@H]1CC(=O)c1ccccc1 | 116
CCCC1C(CC)CC(CC)C(O)C1(CC)CO (stereo not drawn) | 102
COc1ccc(CCC2CCCC2(C)C2CC2)cc1 (stereo not drawn) | 115
Nc1nn2c(-c3ccc([N+](=O)[O-])cc3)ccnc2c1N=Nc1ccc(S(N)(=O)=O)cc1 | 99
Oc1c(Cl)cc(Cl)cc1Cl | 103
Cc1c(COC(=O)NC(C)C)c(COC(=O)NC(C)C)c2n1CS(=O)(=O)C2 | 75
O=C(N=Nc1c(O)[nH]c2ccc(Br)cc12)c1ccc2nc(-c3ccccc3)[nH]c2c1 | 31
COc1ccc(-c2nc3ccc(-c4nnc(SCC(=O)Nc5ccc(C(=O)/C=C/c6ccccc6)cc5)o4)cc3[nH]2)cc1 | 71
NCCc1ccccn1 | 83&92
CCOC(=O)c1ccc2n1CCCc1cnc(NC(C)=O)nc1-2 | 109
Cc1ccc(-c2nc(C#N)c(S(=O)(=O)N(C)CCO)o2)cc1 | -18*
CC(=O)OC1C=CCC2C(=O)c3cccc(O)c3C(O)C12 (stereo not drawn) | 121
CCc1nn2c(-c3cc(F)cc(F)c3)c(-c3cc(OC)c(OC)c(OC)c3)nc2s1 | 97
O=C(Nc1ccc(Cl)cc1F)c1cc(Cl)ccc1O | -48*
CCOC(=O)c1cc(C(=O)c2ccc(Br)cc2)n2ccc(/C=C/c3ccn4c(C(=O)c5ccc(Br)cc5)cc(C(=O)OCC)c4c3)cc12 | 103
CCc1cc2c(cc1C(=O)C(C)C)C(C)(C)CCC2(C)C | 104
O=c1[nH]c2ccc(Cl)cc2cc1CSc1ccccc1Nc1nccc(-c2ccc3ccccc3c2)n1 | 90
CS(=O)(=O)Nc1ccc(C(=O)N/N=C/c2c[nH]c3ccccc23)cc1 | 103
O=C(NN1C(=O)CSC12CCC(c1ccccc1)CC2)C1CC1 (stereo not drawn) | 97
COc1ccccc1-c1cc(-c2ccc(Br)s2)[nH]c(=O)c1C#N | 99
CC1=C(C)C(=O)C(N2CCN(c3ccc(C)cc3)CC2)=CC1=O | 90
O=C(OCC(F)(F)C(F)(F)C(F)(F)C(F)F)c1cc2ccccc2cc1C(=O)OCC(F)(F)C(F)(F)C(F)(F)C(F)F | 120
COc1ccc(CCNC(=O)C(O)C(Cc2ccccc2)NC(=O)c2[nH]c3ccccc3c(=O)c2C)cc1 (stereo not drawn) | 100
C=Cc1c(C)c2cc3[nH]c(cc4nc(cc5nc(cc1[nH]2)C(C)=C5CCC(=O)O)C(CCC(=O)O)=C4C)c(C)c3C=C | 106
CCN(CC)CCCC(C)Nc1cnc(C(=O)Nc2cc(F)cc3cccnc23)cn1 (stereo not drawn) | 5.7*!
CCC(C)[C@H](NC(=O)NC(=O)NC(=O)CI)C(=O)OC (stereo partly drawn) | 72
CSc1nc2c(nc(SC)n2-c2ccccc2)c(=O)[nH]1 | 84
C=CC(=O)OCc1ccccc1 | 108
CC1=CSC2=NC3C(NN12)N(C)C(=O)N3C (stereo not drawn) | 106
CCOC(=O)N1CCc2c(sc3nc4n(C)cnn4c(=O)c23)C1 | 89
O=C(OCCN1CCN(CCOC(=O)C(Cl)(c2ccccc2)c2ccccc2)CC1)C(Cl)(c1ccccc1)c1ccccc1 | 94
CC1=CCC2C1CC=C(C)C(CC[C@H]1[C@@](C)(O)CCC3OC(C)(C)[C@H](O)CC[C@@]31C)C2(C)C (stereo partly drawn) | 23
FC(F)(F)c1cc(Br)ccc1Br | 109
OCc1ccccc1 | 104
CCCNC(=O)c1ccccc1O | 98
COc1cc(/C=C/c2cn[nH]c2-c2ccc(C)cc2)cc(OC)c1OC | 4.8*
O=C(O)C(=O)NCc1ccccc1 | 99
CCCCCCCC1=NN(c2ccc(S(=O)(=O)O)cc2)C(=O)C1N=O (stereo not drawn) | 92
COC(=O)c1sc(-c2ccc(F)cc2)c2sc(N)nc12 | 98
O=C(CN1CCN(c2cc(=O)[nH]c3ccc(F)cc23)CC1)Nc1nc(-c2ccccc2)cs1 | 104

Reformatted: three of the compounds above
O=C(OCC(F)(F)C(F)(F)C(F)(F)C(F)F)c1cc2ccccc2cc1C(=O)OCC(F)(F)C(F)(F)C(F)(F)C(F)F
  HL-60(TB) = 120

COc1ccc(CCNC(=O)C(O)C(Cc2ccccc2)NC(=O)c2[nH]c3ccccc3c(=O)c2C)cc1 (stereo not drawn)
  HL-60(TB) = 100

C=Cc1c(C)c2cc3[nH]c(cc4nc(cc5nc(cc1[nH]2)C(C)=C5CCC(=O)O)C(CCC(=O)O)=C4C)c(C)c3C=C
  HL-60(TB) = 106

Going on with the list.
smiles | HL-60(TB)
CCOP(=O)(OCC)[C@H](Nc1ccc(F)cc1)c1cccc(C)c1 | 89
N#CC1=C(N)Oc2cc(O)ccc2C1c1cccnc1 (stereo not drawn) | 88
O=Cc1ccc([N+](=O)[O-])s1 | 82
Cc1ccc(-c2nc(C#N)c(S(=O)(=O)N3CCN(S(C)(=O)=O)CC3)o2)cc1 | 2.4*
C[n+]1ccccc1/C=C/c1ccccc1 | 108&104
NC(=O)c1ncn(C2OC(CO)C(O)C2O)n1 (stereo not drawn) | 83
O=C(CN1CCOCC1)Nc1nc(-c2cc3ccccc3oc2=O)cs1 | 102
N#Cc1c(NN)nc2c(c1C#N)CCCC2 | 68
C/C(=C\C(=O)c1cccc([N+](=O)[O-])c1)c1cccc([N+](=O)[O-])c1 | 99
Cc1ccc(-c2cnc3sc4ccc(C)cc4n23)cc1 | 96
C=CCOC(=O)c1ccccc1 | 94&53
N#C/C(=C\c1ccc(-c2ccccc2Cl)o1)c1nc(-c2ccc(F)cc2)cs1 | 95
Nc1nc2cc(Cl)ccc2s1 | 99
COc1cccc(CNc2ccc(N3CCOCC3)c(C(=O)O)c2)c1 | 90
CCOC(=O)C1=C(c2ccccc2)N=c2s/c(=C/c3ccc(Br)cc3)c(=O)n2C1c1ccc(OC)cc1 (stereo not drawn) | 98
N#C/C(C(=O)Nc1ccccc1)=c1\s/c(=C\Nc2ccccc2F)c(=O)n1-c1ccccc1 | 101
CCC(Br)C(Br)CC(Br)C(Br)CC(Br)C(Br)CCCCCCCC(=O)O (stereo not drawn) | 97
NC(N)=N/N=C/c1ccc(O)c(S(=O)(=O)O)c1 | 93
O=S(=O)(Nc1cc(F)cc(Cl)c1)c1ccc(-c2cnc(C3CC3)o2)cc1 | 7.7*
CCC12CCC[N+]3([O-])CCC4(C(=Nc5ccccc54)C(O)(C(=O)OC)C1)C23 (stereo not drawn) | 124
COc1ccc(OC)c(-c2cc(-c3ccccc3)c(C#N)c(SCC(=O)c3ccc(Cl)cc3)n2)c1 | 100
CC(=O)CC(=O)CC(=O)c1ccccc1 | 86
C#CCOc1cc(/C=N/Nc2nc(-c3ccc(Br)cc3)cs2)ccc1O | 86
O=C(CSc1nc2ccccc2c(=O)n1-c1ccc(Cl)c(Cl)c1)Nc1ccc(S(=O)(=O)Nc2ccc(Cl)nn2)cc1 | 106
O=C1OC(/C=C/c2ccccc2)=NC/1=C/c1ccccc1[N+](=O)[O-] | 96
O=C(Cn1nncc1CN1C(=O)CSC1=O)Nc1cccc(C(F)(F)F)c1 | 90
COC(=O)c1nc(N)nc(C(=O)OC)c1C(=O)c1ccc(N2CCN(c3ccc(C(=O)c4c(C(=O)OC)nc(N)nc4C(=O)OC)cc3)CC2)cc1 | 95
CC(=O)S[C@@H]1CC2=CC(=O)CC[C@]2(C)[C@H]2CC[C@@]3(C)[C@@H](CC[C@@]34CCC(=O)O4)[C@H]12 | 99
O=C(Nc1cccc(S(=O)(=O)F)c1)c1ccc([N+](=O)[O-])cc1 | 83
ClC1=C(Cl)[C@]2(Cl)[C@@H]3[C@@H]([C@H]4C=C[C@@H]3C4)[C@@]1(Cl)C2(Cl)Cl | 94
Cc1ccc2nc(-c3nc4ccccc4[nH]3)c(Cl)cc2c1 | 119
CCOC(=O)c1cc(C(=O)c2cc(OC)cc(OC)c2)n2ccc(-c3ccccn3)cc12 | 110
O=C1C2C3C=CC(C3)C2S(=O)(=O)C2C3C=CC(C3)C12 (stereo not drawn) | 96
Cc1cc(NC(=O)Nc2cccc3ccccc23)no1 | 99
CCCCC(CC)CCC(C)OC(=O)c1ccccc1Cl (stereo not drawn) | 106
O=c1[nH]c(-c2ccc(F)cc2)cc2cc(F)ccc12 | 69
COc1ccc(/C=C2\NC(=S)NC2=O)cc1 | 92
O=c1c(CNc2ccc(S(=O)(=O)Nc3nccs3)cc2)coc2ccccc12 | 90
CCOC(=O)NN(C(=O)OCC)c1c(C)cccc1C | 120
CC(=O)[C@@H]1CCC[C@H]1C | 94
C[C@H](NC(=O)Nc1ccc2cc3ccc(NC(=O)N[C@@H](C)c4ccccc4)cc3nc2c1)c1ccccc1 | 108
CCN(CC)CCOC(=O)C(OCCCc1ccccc1)(c1ccccc1)c1ccccc1 | 84
Nc1nonc1-c1nc2ccc(Cl)cc2[nH]1 | 99
COC(=O)/C=C(/CN1C(=O)CCC1=O)OC | 102
CCSc1nc2ccccc2c(=O)n1CCc1ccc(S(N)(=O)=O)cc1 | 70

Part of the list above, as labelled records.
smiles: CC(=O)[C@@H]1CCC[C@H]1C
- HL-60(TB): 94
smiles: Cc1cc(NC(=O)Nc2cccc3ccccc23)no1
- HL-60(TB): 99

Remaining list, next part:
smiles | HL-60(TB)
OCC1OC(OC2C(CO)OC(Sc3ccccc3)C(O)C2O)C(O)C(O)C1O (stereo not drawn) | 113
Nc1nn2c(-c3cc4ccccc4oc3=O)ccnc2c1N=Nc1ccc(Cl)cc1 | 108
CC1CCCC/C1=N/NC(=O)c1ccccc1 (stereo not drawn) | 84
COc1ccc(NC(=O)COc2ccc(/C=C3/C(=O)Nc4ccc(Cl)cc43)cc2)cc1 | 108
O=C(CCCN1CC=C(n2c(=O)[nH]c3ccccc32)CC1)c1ccc(F)cc1 | 67&101
O=c1sc2ncnc3ncn(c1=O)c32 | 38
COc1cccc(-c2nc3sccn3c2-c2ccnc(NCCCNS(=O)(=O)c3ccc(Br)cc3)c2)c1 | 57
COc1cc(C2=NNC3c4ccccc4N=C(C)N23)cc(OC)c1OC (stereo not drawn) | 82
CO/N=C1\CC[C@]2(C)[C@H]3CC[C@@H]4[C@@H]([C@@](C)(O)CC/C=C/C(C)C)CC[C@@]4(C)[C@]3(C)CC[C@H]2C1(C)C | 59
CCCCCCCCCCSC(=NCC)NCC | 96
CCN(CC)CCNC(=O)c1cc2ccccc2cc1O | 108
COc1ccc(-c2cc(-c3ccc(Nc4ncnc5cc(Cl)ccc45)cc3)nc(N3CCCC3)n2)cc1OC | 89
O=C(CNc1c(Cl)cccc1Cl)Nc1ccccn1 | 98
O=C(c1ccccc1)c1ccccc1 | 92
Cc1ccc(O)c(C(=O)c2ccccc2Cl)c1 | 112

The closing 2 records of the part before come first, to join the parts:
smiles | HL-60(TB)
O=C(c1ccccc1)c1ccccc1 | 92
Cc1ccc(O)c(C(=O)c2ccccc2Cl)c1 | 112
Cn1ccc(=O)c(S(N)(=O)=O)c1 | 96
COC(=O)c1ccc(NC(=O)Oc2ccc(N(CCCl)CCCl)cc2)cc1 | 23
COc1ccccc1-c1cnc2[nH]c(-c3ccccc3)c(C#N)c(=O)n12 | 80
COc1ccc2nc(NCc3ccccc3)c3sc4ccc(F)cc4c(=O)c3c2c1 | 100
N#C/C=C/C#N | 106
Clc1ccc(Cn2c(-c3cscn3)nc3ccccc32)cn1 | 94
COc1nc2c(c(=O)[nH]1)C(c1ccc(Oc3ccnc4cc(Cl)ccc34)c(OC)c1)C=C(c1cc(OC)c(OC)c(OC)c1)N2 (stereo not drawn) | 98
CS/C(N)=N\S(=O)(=O)c1ccc(NC(C)=O)cc1 | 84
COc1ccc(C(CC(=O)O)c2c(C)[nH][nH]c2=O)cc1 (stereo not drawn) | 98
CC(=O)/C(=C/n1c(=S)[nH]c2ccccc21)C(=O)Nc1ccccc1C | 105
O=C1CCCN1c1nc(-c2ccccc2)c(Br)s1 | 93
CC1CN1P(=S)(c1ccccc1)N1CC1C (stereo not drawn) | 85&110
NC(=O)c1c(NC(=O)c2cccc(C(F)(F)F)c2F)sc2c1CCC(=O)C2 | 15

Screening data as filed in PubChem BioAssay.
